BoNT A protease: BoNT/A light chain protease inhibitors, primary screen, biochemical, flow cytometry, MLPCN library; inhibition, % at 10 µM; hit rate 0.17% among 360,000; multiplex microsphere protease substrate cleavage; note: plate controls were buffer without enzyme for full effect and enzyme alone for no effect
PfHsp40 yeast: rescue of yeast from PfHsp40 toxicity, primary screen, S. cerevisiae, ATP luminescence | AID 504582, 2011 | hit rate 0.68% among 340,000 | S. cerevisiae expressing PfHsp40, growth rescue | growth rescue, % at 12.5 µM; in the data active = growth rescue above about 28%, passing the limit was not always enough; inconclusive = no clear call, values can overlap the other calls;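 note: yeast W303a lacking pdr1 and pdr3 grown in galactose medium; growth measured after three days at 30 °C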
BoNT F protease: BoNT/F light chain protease inhibitors, primary screen, biochemical, flow cytometry, MLPCN library; Botulinum neurotoxin type F light chain protease (Clostridium botulinum); inhibition, % at 10 µM; Multiplex microsphere protease cleavage assay; hit rate 0.22% among 360,000; AID 588497, 2011; in the data active = inhibition above about 35%, passing the limit was not always enough; inconclusive = no clear call, values can overlap the other calls; note: plate controls were buffer without enzyme for full effect and enzyme alone for no effect
Mtb BioA inh: M. tuberculosis BioA enzyme inhibitors, primary screen, biochemical, plate reader, single point, HTS; inhibition, % at 9.99 µM; purified M. tuberculosis BioA enzyme; 7,8-diaminopelargonic acid synthase BioA (Mycobacterium tuberculosis); hit rate 0.096% among 360,000; in the data active = inhibition above about 40%; inconclusive = no clear call, values can overlap the other calls
FBA Mtb inh: Mtb FBA enzyme inhibitors, primary screen, biochemical, fluorescence, strain H37Rv. Fructose-bisphosphate aldolase (Mycobacterium tuberculosis (strain ATCC 25618 / H37Rv)), …. purified M. tuberculosis FBA, fluorescence read-out. inhibition, % at 1 µM. hit rate 2.3% among 360,000. AID 588726, 2011; in the data active = inhibition above about 27%;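 note: 0% = vehicle and 100% = reference inhibitor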
GDH-TPI counter: GDH-TPI coupling enzyme inhibitors, primary screen, artefact control for M. tuberculosis FBA inhibitor project, biochemical, absorbance, full deck | GDH-TPI coupled enzyme counterscreen, NADH absorbance | inhibition, % at 4.8 µM | hit rate 1.2% among 360,000; in the data active = inhibition above about 30%;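 note: 0% = DMSO wells and 100% = wells lacking the enzyme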
Mtb UGM inh: M. tuberculosis UGM enzyme inhibitors, primary screen, biochemical, fluorescence polarization, single point; purified UGM, fluorescence polarization probe displacement; hit rate 0.06% among 320,000; UDP-galactopyranose mutase (Mycobacterium tuberculosis (strain ATCC 25618 / H37Rv)), …; inhibition, % at 10 µM; AID 504406, 2011; in the data active = inhibition above about 10%, passing the limit was not always enough; inconclusive = no clear call, values can overlap the other calls
FadD28 binding: inhibitors of FadD28 bisubstrate probe binding, primary screen, biochemical, fluorescence polarization, single point; hit rate 0.22% among 360,000; inhibition, % at 12.5 µM; Mycobacterium tuberculosis FadD28 fatty-acid-AMP ligase; AID 588549, 2011; in the data active = inhibition above about 8.5%, passing the limit was not always enough; inconclusive = no clear call, values can overlap the other calls
Anthrax LF prot: Bacillus anthracis LF protease inhibitors, primary screen, biochemical, multiplex microsphere, MLPCN library. inhibition, % at 10 µM. multiplex microsphere protease cleavage assay. Lethal factor (Bacillus anthracis), P15917. hit rate 0.12% among 360,000; note: plate controls were buffer without enzyme for full effect and enzyme alone for no effect
Target sequence (P15917 whole entry, looked up): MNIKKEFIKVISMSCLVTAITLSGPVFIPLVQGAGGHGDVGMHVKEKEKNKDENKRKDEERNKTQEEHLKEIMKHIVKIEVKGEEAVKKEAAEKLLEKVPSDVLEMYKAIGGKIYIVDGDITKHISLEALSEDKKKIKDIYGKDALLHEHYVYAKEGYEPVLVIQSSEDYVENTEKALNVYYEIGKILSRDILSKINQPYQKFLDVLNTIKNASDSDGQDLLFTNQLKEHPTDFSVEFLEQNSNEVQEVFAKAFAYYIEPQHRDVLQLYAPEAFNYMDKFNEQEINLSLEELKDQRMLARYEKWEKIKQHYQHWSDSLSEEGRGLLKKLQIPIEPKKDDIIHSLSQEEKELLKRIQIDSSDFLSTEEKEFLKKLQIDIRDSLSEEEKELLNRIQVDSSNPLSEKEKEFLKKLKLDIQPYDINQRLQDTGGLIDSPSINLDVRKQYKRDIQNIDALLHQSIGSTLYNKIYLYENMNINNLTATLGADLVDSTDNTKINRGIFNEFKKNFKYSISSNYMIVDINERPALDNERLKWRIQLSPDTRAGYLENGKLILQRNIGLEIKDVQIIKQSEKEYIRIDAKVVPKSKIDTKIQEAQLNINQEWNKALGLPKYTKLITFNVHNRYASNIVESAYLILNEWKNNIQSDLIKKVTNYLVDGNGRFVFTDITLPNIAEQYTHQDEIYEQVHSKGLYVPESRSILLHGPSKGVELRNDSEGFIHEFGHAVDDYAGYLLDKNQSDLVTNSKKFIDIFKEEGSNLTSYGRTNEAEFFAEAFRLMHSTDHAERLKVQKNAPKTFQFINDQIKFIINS
Active calls of the source: *; ? = inconclusive; . = not tested or not shown; & = joins results of further samples. Cut-off read from the data, not from the text of the source, unless noted: active = inhibition above about 30%; inconclusive = no clear call, values can overlap the other calls; inactive = below that.

Compound	FadD28 binding	BoNT F protease	Mtb UGM inh	Anthrax LF prot	GDH-TPI counter	Mtb BioA inh	PfHsp40 yeast	BoNT A protease	FBA Mtb inh
CCN(CC)CCCC(C)NC(=O)c1c(NC(=O)c2ccccc2)sc2c1CCCC2 (stereo unspecified)	-4.1	-12.3	0.3	-11.4	15.4	1.5	1.3	-2.0	0.9
CCCc1nc2oc3ccccc3c(=O)c2c(=O)n1CCCOC	-1.3	.	-1.6	.	14.5	-2.3	-0.7	.	5.0
CN(C)C(=O)CCc1ccc2c3c([nH]c2c1)[C@]1(CCC2CCCC2)[C@@H](C(=O)N2CCOCC2)C[C@H](CC(=O)NC(C)(C)C)C(=O)N1CC3	-0.3	-2.3	.	-5.8	4.5	-1.4	-0.3	-0.7	-0.9
CCc1nc2ccc(C(=O)N3CCN(C(=O)c4ccco4)CC3)cn2c1N(C)Cc1cccs1	1.3	-5.4	.	-8.1	8.0	2.5	.	-0.4	-4.5
CC[C@H](C)[C@@H]1OC(=O)[C@@H](C)[C@@H](CC)NC(=O)[C@H](C)N(C)C(=O)C(C)(C)C(=O)C(C)NC(=O)[C@H](Cc2ccccc2)N(C)C(=O)[C@H](C(C)C)N(C)C(=O)CNC(=O)[C@H](CC(C)C)N(C)C(=O)CNC1=O (stereo partly specified)	-0.3	-4.1	.	-3.4	.	-9.0	.	-0.2	0.3
COc1ccc(C(=O)C2CCCN(Cc3cccc4c3OCO4)C2)cc1OC (stereo unspecified)	-0.8	-0.9	5.4	0.6	2.2	0.5	0.6	0.2	1.2
Cn1c(CNC(=O)C(C)(C)C)nc2ccccc21	-1.9	-11.2	3.1	-0.9	-12.0	-0.8	-0.5	-1.1	1.8
Cc1onc(-c2ccccc2)c1C(=O)Nc1ccc(Br)cc1Cl	0.3	-14.5	-9.8	3.4	6.6	-1.1	0.0	-2.8	-0.7
CCN(CC)S(=O)(=O)c1ccc(N2CCOCC2)c(NC(=O)c2ccccc2)c1	-3.0	-6.8	.	-0.9	-3.6	.	-0.9	-1.4	-0.4
COC(=O)c1ccc(CSc2nc3c(cnn3-c3ccc(C)cc3)c(=O)[nH]2)o1	-6.0	4.3	0.5	2.0	14.8	-0.2	0.2	1.2	-0.7
CCNC(=O)NC1(C(=O)Nc2ccc3c(c2)OCCO3)CCCCC1	0.7	-1.2	0.3	2.3	2.6	-1.2	1.3	-0.4	2.7
CCSc1nc(N)c(NC(=O)c2ccc(Br)o2)c(=O)[nH]1	-3.7	-0.4	1.5	-2.8	8.8	0.0	0.2	2.2	-3.4
Cc1ccc(S(=O)(=O)N2CCC(C(=O)OCC(=O)N3CCCC(C)C3)CC2)cc1C (stereo unspecified)	0.9	-7.8	-0.3	1.4	3.8	-0.9	0.1	-4.8	-0.5
COc1cccc(NC(=O)C2CCN(S(=O)(=O)c3ccc4c(c3)C(C)(C)C(=O)N4C)CC2)c1	-4.4	-0.5	0.0	-0.2	-12.0	-0.6	-1.8	0.2	-0.9
O=C(Nc1ccc2snnc2c1)N1CCCCC1	-0.1	-4.0	-0.8	-0.9	10.0	.	-0.5	-0.1	-0.1
CCOc1ccc(NC(=O)N(CC(C)C)CC(C)C)cc1	-2.7	-1.7	-1.9	-0.6	1.8	0.0	-0.1	?	1.7
Cc1ccc(CNC(=O)CSc2ncn[nH]2)cc1	0.0	7.9	-0.9	0.5	8.4	4.4	-1.0	-0.1	0.1
COc1cc(NC(=O)c2ccc3c(c2)OCO3)ccc1NC(=O)c1ccco1	0.1	-16.1	-1.2	-7.8	41.8*	-5.9	-1.4	-0.4	0.0
COc1ccc2c(c1OC)C(=O)N(c1cccc(C)c1)C2	-0.6	3.9	-2.2	-2.3	-3.7	-1.3	-0.9	0.2	-0.4
Cc1nc2ccccc2c(=O)n1/N=C/c1ccc(F)cc1	-0.8	-0.9	0.0	3.3	-1.3	-0.6	-2.0	-1.4	0.5
Nc1nonc1-n1nnc(C(=O)N/N=C\c2cccc(Cl)c2)c1CN1CCOCC1	-1.7	-2.2	2.8	-4.3	-2.7	-1.5	1.1	0.8	-4.6
CCOc1cc(S(=O)(=O)N2CC=C(c3ccc(F)cc3)CC2)c(OCC)cc1-n1cnnn1	0.8	-2.7	-4.3	-6.3	-5.6	0.4	-1.2	-0.4	2.3
COc1cccc(C(=O)CSc2nc3ccccc3n2CC(=O)N(C(C)C)C(C)C)c1	-4.2	1.7	1.0	4.2	-6.9	-0.9	0.9	0.0	-0.7
CCN1CCCC1Cn1cnc2c([nH]c3ccc(Cl)cc32)c1=O (stereo unspecified)	-7.4	29.3	-0.2	0.3	9.7	6.1	-0.4	-0.6	8.5
NC(=S)N=Nc1ccc(O)cc1	-3.4	-8.0	.	-11.3	7.8	.	1.8	0.0	-13.0
CS(=O)(=O)c1ccc(C(=O)CN2C(=O)NC3(CCCc4ccccc43)C2=O)cc1 (stereo unspecified)	0.3	-2.5	-0.6	-0.9	3.6	-0.2	-0.5	-0.1	4.1
CC(C)c1ccc(-n2c(-c3ccccc3)c[n+]3c2CCc2ccccc2-3)cc1	-0.8	2.8	.	0.0	-7.1	.	3.7	-0.3	-1.8
Cn1c(=O)c2c(nc(NCCOc3ccc(F)cc3)n2C)n(C)c1=O	0.4	-2.1	-1.2	-3.3	3.1	.	1.0	0.0	-1.7
CC1CCCN(S(=O)(=O)c2ccc(NC(=O)C3CCN(C(=O)C(C)(C)C)CC3)cc2)C1 (stereo unspecified)	-3.2	-5.1	-2.4	-0.3	-0.7	0.9	0.6	0.1	-1.1
COc1cc(C(=O)NCCC(=O)NC2CCCc3ccccc32)cc(OC)c1OC (stereo unspecified)	-3.5	-6.3	0.3	-1.1	-0.4	-0.4	0.7	1.0	3.4
Fc1ccc(CN2CCSCC2)cc1Br	-1.5	-4.2	-0.1	-2.3	0.0	0.3	-0.4	0.7	2.8
COc1cc(NC(=O)Cc2ccccc2)nc(OC)n1	-3.6	2.6	-2.2	9.4	-4.3	-0.4	2.8	-3.9	0.6
O=S(=O)(NCc1nnnn1-c1ccc(F)cc1)c1ccc(F)cc1	-0.8	-3.5	.	5.6	3.6	-1.4	.	-0.3	3.0
CC(=O)C1=CCC(c2ccc(Br)cc2)N(S(=O)(=O)c2ccc(C)cc2)C1 (stereo unspecified)	-4.7	-8.4	.	-3.7	.	0.2	.	-0.7	-3.6
CCOC(=O)c1c(N2C(=O)CC(Sc3ccccc3C(=O)O)C2=O)sc(C)c1C (stereo unspecified)	-1.4	-10.9	3.4	-3.0	3.3	.	7.0	0.1	1.2
CC(C)(C)OC(=O)NCCc1nnc(S(=O)(=O)Cc2ccc(Cl)cc2Cl)o1	-1.5	-4.8	0.6	-0.7	4.3	-0.5	-0.5	-0.1	3.7
CCCCCc1ccc(-c2cn(CN3C(=O)c4ccccc4C3=O)nn2)cc1	-1.3	-19.4	0.1	-22.9	15.0	11.3	-0.6	-2.1	4.8
CCN1CCN(Cc2ccc(NC(=O)c3ccc(C)c(NC(=O)c4cc(-c5ccc(Br)cc5)n[nH]4)c3)cc2C(F)(F)F)CC1	-0.9	-18.8	0.3	-12.1	16.5	-0.9	-2.0	-0.9	3.9
Cc1cc(Cl)nc2ccc(Cc3ccc4nc(Cl)cc(C)c4c3)cc12	-3.8	?	-1.0	14.8	4.6	.	0.9	-8.3	0.2
NC(=O)c1cccc(NC(=O)CCCCC(=O)Nc2cccc(C(N)=O)c2)c1	-0.3	8.0	-0.4	-5.0	6.3	-2.4	.	-4.0	0.1
Cc1ccc(C(=O)c2coc3ccc(O)c(CN(C)C)c23)cc1	-2.4	?	-0.5	-0.9	7.4	0.2	-1.5	-3.7	-0.7
O=C(COC(=O)C1C2CC3OC(=O)C1C3C2)Nc1ccc(Cl)cc1 (stereo unspecified)	-4.3	-1.9	-2.4	1.6	-1.5	-0.2	-1.3	0.7	-1.4
Cc1nc2c3ccccc3nc(NNC(=O)CCC(=O)NCCC(C)C)n2n1	1.5	-5.7	.	-0.3	3.3	.	-1.2	-0.7	1.0
COc1cc(C)c(NC(c2ccccc2)c2ccccc2)cc1OC	0.5	-7.1	2.8	-7.8	1.3	.	1.1	-1.4	5.7
COc1cc2oc(=O)ccc2cc1-c1c(OC)ccc2ccc(=O)oc12	-1.4	-1.5	.	-5.1	35.3*	10.9	-1.5	0.2	3.7

Some of the entries so far, with values under each structure.
Order of results: FadD28 binding	BoNT F protease	Mtb UGM inh	Anthrax LF prot	GDH-TPI counter	Mtb BioA inh	PfHsp40 yeast	BoNT A protease	FBA Mtb inh
Cc1ccc(S(=O)(=O)N2CCC(C(=O)OCC(=O)N3CCCC(C)C3)CC2)cc1C (stereo unspecified)
 : 0.9	-7.8	-0.3	1.4	3.8	-0.9	0.1	-4.8	-0.5
Cc1ccc(C(=O)c2coc3ccc(O)c(CN(C)C)c23)cc1
 : -2.4	?	-0.5	-0.9	7.4	0.2	-1.5	-3.7	-0.7

Continuation:
Compound	FadD28 binding	BoNT F protease	Mtb UGM inh	Anthrax LF prot	GDH-TPI counter	Mtb BioA inh	PfHsp40 yeast	BoNT A protease	FBA Mtb inh
CCN1C(=O)[C@H]2[C@@H](c3ccc(-c4cccc(Cl)c4)c(OC)c3)N3CCCC[C@@]3(C(=O)OC)[C@H]2C1=O	-0.4	1.6	4.8	-6.3	0.0	-0.7	-0.5	-0.2	1.4
COC(=O)C[C@H]1C[C@@H]2c3cc(NC(=O)Nc4ccccc4)ccc3O[C@@H]2[C@@H](CO)O1	-0.4	-4.1	.	-0.7	1.0	2.1&1.1	.	-0.2	-0.6
CCOC(=O)c1ccc(NC(=O)N2CCN(CCc3ccccc3)CC2)cc1	-1.5	-4.0	1.2	-3.0	2.7	-0.1	-1.3	-0.2	6.1
COc1ccc(N(CC(=O)NCc2ccccc2)C(=O)Cn2nnc(-c3ccccc3F)n2)cc1OC	-3.2	2.3	0.2	-6.1	-4.3	.	0.6	-0.8	-0.9
Cc1c(C(=O)O)oc2ccc(S(=O)(=O)N(CC(C)C)CC(C)C)cc12	-5.3	-4.1	1.3	-1.5	1.0	-0.1	1.8	0.1	-0.3
CC1(C)Cc2c(ccc3ccccc23)C2=C(C(=O)N3CCCC3)C(=O)C(=O)N21	0.0	-2.0	.	4.4	9.2	.	6.4	-1.2	1.1
COP(=O)(OC)C(Nc1ccc(Cl)cc1)c1ccccc1 (stereo unspecified)	-0.1	-12.0	0.7	7.7	2.5	-0.7	0.2	-1.6	0.3
